CRFBP-R2 agonist: agonists of human CRF-binding protein/CRF-R2 receptor complex | HEK293 CRF-R2/CRF-BP, calcium dye fluorescence (FLIPR); percent of saturating CRF peptide response | activation, % at 13.2 µM | hit rate 0.46% among 350,000 | AID 588473;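 active = activation of at least 50%, plus an integration ratio under a set limit after plate pattern correction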;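 note: plate controls were neutral control wells without compound for no effect and CRF at EC100 for full effect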
CHRM4 antagonist: antagonists of human muscarinic M4 receptor (CHRM4); inhibition, % at 3 µM; hit rate 0.73% among 360,000; P08173; AID 624125; CHO-hM4 cells, ACh EC80, Fluo-8 calcium fluorescence;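 active = inhibition above its plate's cutoff, the mean inhibition of sample wells plus 3 SD, cut at about 27% in these data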;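 note: 0% = acetylcholine EC80 with DMSO and 100% = DMSO without agonist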
Target sequence (P08173 whole entry, looked up): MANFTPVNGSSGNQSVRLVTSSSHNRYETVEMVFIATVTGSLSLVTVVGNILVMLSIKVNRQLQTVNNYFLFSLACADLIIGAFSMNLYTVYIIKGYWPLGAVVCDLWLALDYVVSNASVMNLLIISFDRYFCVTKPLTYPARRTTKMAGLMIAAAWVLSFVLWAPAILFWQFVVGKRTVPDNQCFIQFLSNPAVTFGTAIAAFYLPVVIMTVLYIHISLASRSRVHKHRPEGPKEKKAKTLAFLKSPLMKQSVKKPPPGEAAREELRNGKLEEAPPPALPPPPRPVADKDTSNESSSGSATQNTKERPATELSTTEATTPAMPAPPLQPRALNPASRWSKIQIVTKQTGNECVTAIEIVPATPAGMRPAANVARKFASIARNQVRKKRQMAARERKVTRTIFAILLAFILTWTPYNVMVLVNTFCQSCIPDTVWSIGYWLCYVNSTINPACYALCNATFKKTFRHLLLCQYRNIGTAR
CHRM4 PAM: potentiates acetylcholine response at human M4 receptor. P08173. CHO-K1 hM4/Gqi5, Fluo-8 calcium fluorescence, ACh EC20; 0% = ACh EC20, 100% = maximal ACh. activation, % at 3 µM. hit rate 0.4% among 360,000;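 active = activation above its plate's cutoff, the mean activation of sample wells plus 3 SD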; note: some results filed as inactive read as strong as hits
CHRM4 agonist: agonists of human muscarinic M4 receptor (CHRM4); hit rate 0.14% among 360,000; AID 624127; activation, % at 3 µM; CHO-K1 hM4/Gqi5, Fluo-8 calcium fluorescence; vehicle 0%, full acetylcholine response 100%;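 active = activation above the run mean over all test wells plus 3 SD, cut at about 32% in these data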;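 note: peak over basal fluorescence ratio per well then scaled between controls; 0% = DMSO wells and 100% = acetylcholine at EC100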
M5 PAM: CHRM5 positive allosteric modulation. P08912. CHO-K1 hM5, Fluo-8 calcium, ACh EC20 PAM; 0% = ACh EC20, 100% = ACh EC100. activation, % at 3 µM. hit rate 0.3% among 360,000. AID 624038;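 active = activation above the run cutoff, the mean activation of all test compounds plus 3 SD, cut at about 18% in these data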
Target sequence (P08912 whole entry, looked up): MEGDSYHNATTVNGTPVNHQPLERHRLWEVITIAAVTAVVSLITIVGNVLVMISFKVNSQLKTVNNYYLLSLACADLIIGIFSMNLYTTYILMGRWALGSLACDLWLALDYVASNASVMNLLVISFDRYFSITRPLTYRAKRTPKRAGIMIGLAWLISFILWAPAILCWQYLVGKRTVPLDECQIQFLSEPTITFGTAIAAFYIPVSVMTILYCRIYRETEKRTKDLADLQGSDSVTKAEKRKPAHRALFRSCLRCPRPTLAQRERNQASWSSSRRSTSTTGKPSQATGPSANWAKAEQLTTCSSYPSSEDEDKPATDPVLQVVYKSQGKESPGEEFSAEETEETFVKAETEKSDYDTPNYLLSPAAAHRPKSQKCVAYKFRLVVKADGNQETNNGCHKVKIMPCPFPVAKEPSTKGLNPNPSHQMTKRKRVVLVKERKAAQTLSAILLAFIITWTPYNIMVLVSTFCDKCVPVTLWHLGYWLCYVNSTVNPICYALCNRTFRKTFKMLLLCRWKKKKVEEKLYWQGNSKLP
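Measured by: Fluo-8 calcium fluorescence; material: human M5 receptor in CHO-K1 cells; schedule: Post-acetylcholine fluorescence recording 140 s; benchmarks: low control EC20 acetylcholine (0%), high control EC100 acetylcholine (100%); read-out: Max/basal fluorescence ratio as % of EC20–EC100 ACh window; compound: single dose, 3 µM nominal final test concentration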
M5 ag: CHRM5 agonism in calcium assay. hit rate 0.19% among 360,000. activation, % at 3 µM. CHO-K1 hM5 cells, Fluo-8 calcium fluorescence; 0% DMSO wells, 100% maximal acetylcholine response;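 active = activation above the run's mean over test compounds plus 3 SD, cut at about 23% in these data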;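 note: signal is peak over basal fluorescence ratio across the kinetic read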
M5 antag: antagonists of human muscarinic M5 receptor (CHRM5); hit rate 0.59% among 360,000; inhibition, % at 3 µM; CHO-hM5 cells, Fluo-8 calcium fluorescence, ACh EC80; P08912;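 active = inhibition above a per-plate cutoff, the mean of that plate's test compounds plus 3 SD, cut at about 27% in these data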;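 note: 0% = acetylcholine EC80 with DMSO and 100% = DMSO without agonist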
IDE inh: inhibits human insulin-degrading enzyme in HEK cells; P14735; hit rate 0.41% among 320,000; inhibition, % at 5.59 µM; FAbetaB cleavage, fluorescence polarization;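 active = percent inhibition above the average of all tested compounds plus 3 SD, set per screening campaign, cut at about 16% in these data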;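 note: IDE supplied by intact live HEK cells; FP after avidin binding of uncleaved biotin substrate so inhibition keeps polarization high; 0% = DMSO wells and 100% = 60 µM reference IDE inhibitor Ii1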
CRFBP-R2 block: CRF-BP/CRF-R2 complex antagonism; HEK293 CRF-R2/CRF-BP, CRF-induced calcium fluorescence; inhibition, % at 11.8 µM; hit rate 0.59% among 350,000;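 active = inhibition of the ligand-induced calcium signal above about 50% at the single tested concentration, limit read from the data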
Starred values were filed as active, the others as inactive; · = not tested or not shown.

No.	SMILES	CRFBP-R2 agonist	CHRM4 antagonist	CHRM4 PAM	CHRM4 agonist	M5 PAM	M5 ag	M5 antag	IDE inh	CRFBP-R2 block
1	O=C1c2ccccc2NC(c2ccccc2)N1Cc1ccco1 (stereo unspecified)	-1.5	-2.1	-4.1	2.1	-6.7	-4.5	-1.3	2.2	8.3
2	Cc1cn([C@H]2C[C@H](O)[C@@H](/C=C/C(=O)NCCc3cccnc3)O2)c(=O)[nH]c1=O	·	11.6	-4.2	-0.1	-0.7	0.0	8.2	·	·
3	O=C1NC[C@@H](CCCCN2C[C@H](Cc3ccc(O)cc3)N(Cc3ccccc3)C(=O)C2=O)N(CC2CCCCC2)C1=O	·	-4.1	9.9	-0.3	-4.7	0.7	7.8	·	·
4	COc1ccc(C(O)c2ncc(-c3cccc(OC)c3)[nH]2)cc1 (stereo unspecified)	·	-1.6	-1.2	0.8	-7.0	1.5	10.6	·	·
5	OC(c1ccc(F)c(F)c1)c1nc(-c2ccc(Cl)cc2)cs1 (stereo unspecified)	·	-3.7	9.0	1.6	3.3	3.1	-5.1	·	·
6	Cc1cc(NC(=O)CC2CCCC2)n(-c2nc3ccccc3[nH]2)n1	2.7	-6.1	-8.6	2.3	-14.4	-6.5	10.4	2.5	-27.9
7	Cc1csc(SCC(=O)NC(=O)Cc2ccccc2)n1	-3.0	-14.8	11.3	0.5	-6.4	-3.2	3.7	-3.6	0.0
8	O=C(NC(Cc1ccccc1)C(=O)N1CCCC1C(=O)O)c1ccccc1 (stereo unspecified)	0.2	-7.3	2.3	-0.1	-4.6	-1.1	3.5	1.3	2.5
9	CC(=O)Nc1ccc(NC(=O)C2C3CCC(C3)C2C(=O)O)cc1 (stereo unspecified)	-1.6	7.2	-0.3	-0.2	-4.1	-1.2	16.7	3.4	1.6
10	CCOc1ccc(N(CC(=O)Nc2ccc(C)cc2C)S(C)(=O)=O)cc1	-0.9	-0.9	-7.2	1.4	8.5	7.4	-21.4	1.1	9.8
11	CCOC(=O)N1CCC(N2Cc3cccc(C(=O)NCC4CCN(CC(C)C)C4)c3C2=O)CC1 (stereo unspecified)	-3.1	-2.9	-7.1	2.6	-3.6	-3.4	0.1	1.8	13.3
12	O=C(Nc1ccc(C(=O)N2CCCCC2)cc1)c1cccc([N+](=O)[O-])c1	-7.3	-1.6	-4.9	1.1	-0.4	-1.4	-2.1	3.5	5.2
13	COc1cc(/C=C/C(=O)Oc2coc(CSc3ncccn3)cc2=O)cc(OC)c1OC	-2.3	2.6	3.3	1.2	12.5	-0.1	3.7	-1.3	-1.4
14	C/C(=N\OCC(=O)Nn1c(=O)[nH]c2ccccc2c1=O)c1cccs1	-0.9	5.2	1.7	2.3	-5.6	-3.5	6.9	-6.5	5.3
15	Nc1ccc(C(=O)N/N=C/c2c[nH]c3ccccc23)cc1	-0.7	9.9	-7.9	0.2	-7.8	0.3	10.4	-3.3	-3.5
16	COCCCNC(=S)N(Cc1ccccc1)Cc1ccccc1	-3.4	4.7	-0.8	0.3	-9.0	-3.6	8.1	3.8	24.9
17	COc1ccccc1C(=O)COC(=O)c1c(-c2ccccc2)noc1C	1.3	-22.6	-8.0	5.2	-3.6	-5.0	-10.0	-6.3	50.2*
18	O=C(NCc1ccccc1)c1noc2c1CCCCC2	0.1	-10.9	-2.3	1.3	8.2	-4.7	-3.8	0.4	-27.3
19	CCOC(=O)C(Cc1ccccc1)NC(=O)CNC(=O)CNC(=O)OCc1ccccc1 (stereo unspecified)	-3.0	-2.3	-4.7	3.2	2.2	-2.0	-8.6	6.4	25.1
20	CCOC(=O)c1ccc(S(=O)(=O)N2CCN(CCc3ccncc3)CC2)cc1	-0.8	7.2	16.3	3.0	-5.4	2.1	4.5	0.2	9.6
21	O=C(NCc1ccccc1Cl)c1ccc(-c2ccccc2)cc1	1.1	6.4	-0.4	-1.2	-3.9	-2.0	-0.5	12.4	-16.2
22	CCOC(=O)n1c(=O)[nH]c2ccc(Br)cc21	-1.2	5.7	3.9	0.2	3.1	-0.8	13.4	-0.2	22.5
23	Cc1ccccc1NC(=O)Cc1nc(COC(=O)COc2cccc(C)c2C)cs1	2.6	-11.9	-0.2	11.1	-0.9	-2.7	-0.8	2.5	-7.9
24	CCOc1ccc(N2C(=O)CC(NC3CCN(C(=O)c4cccs4)CC3)C2=O)cc1 (stereo unspecified)	-1.9	3.5	-1.8	1.0	1.6	-3.9	-5.2	-1.0	10.4
25	CC(C)C(=O)Nc1cccc(C(=O)Nc2cc([N+](=O)[O-])ccc2Cl)c1	0.3	-5.0	2.0	10.8	-2.6	3.3	0.6	3.8	0.8
26	O=C(CCCC(=O)Nc1cccc(Br)c1)N/N=C/c1cc([N+](=O)[O-])ccc1O	-2.0	-2.4	6.8	0.2	-2.1	-5.1	13.1	-6.7	17.6
27	O=C(CCCN1C(=O)/C(=C\c2cccc(Br)c2)SC1=S)Nc1ccc(C(=O)O)cc1	2.6	2.0	-0.3	0.3	-5.6	1.2	12.8	·	-11.1
28	O=C1NCCCN1Cc1ccc(F)cc1	-2.5	12.7	-8.6	0.5	-2.2	-2.9	0.3	2.5	12.7
29	C/C(=N\NC(=O)c1ccc([N+](=O)[O-])cc1)c1c(O)cc(C)oc1=O	-0.3	0.2	-3.3	2.2	2.7	-1.8	-16.0	-3.3	16.8
30	O=C(NC1CCCCC1)C1c2ccccc2OCC(=O)N1CCCN1CCOCC1 (stereo unspecified)	·	2.9	-2.2	0.4	0.1	1.3	-8.7	·	·
31	C/C(CC(C)C)=N\NC(=O)Nc1ccccc1	-0.4	24.1	-2.6	-0.1	0.5	-1.0	-0.7	2.7	-9.6
32	O=C(COC(=O)CCc1c[nH]c(=O)[nH]1)Nc1ccccc1	1.9	-2.3	6.8	0.4	15.3	-0.9	-4.1	4.7	3.4
33	N#CC(c1ccccc1)C(CC(=NO)c1ccccc1)c1ccccc1 (stereo unspecified)	-2.5	12.2	-5.3	3.9	-11.3	-2.5	6.5	·	22.3
34	Cc1ccc(N(Cc2ccccc2)C(=O)CSC(C)C(=O)Nc2cc(C)on2)cc1 (stereo unspecified)	0.4	-3.6	0.5	0.3	-2.8	-3.0	8.1	·	-2.1
35	CC1CCN(S(=O)(=O)c2cc(C(=O)Nc3ccccn3)ccc2Br)CC1	-0.3	1.0	-7.3	8.9	-4.7	-3.7	-2.1	-0.4	17.4
36	Cn1c(=O)c2c(nc(CN3CCN(c4ccc(F)cc4)CC3)n2Cc2ccccc2F)n(C)c1=O	-1.0	14.6	3.5	-0.3	5.7	0.7	-7.2	-0.8	18.9
37	Nc1c(C(=O)CSc2nncn2-c2ccccc2)c(=O)[nH]c(=O)n1C1CC1	-0.9	-11.0	5.6	0.0	-2.5	3.7	7.7	-2.0	-2.5
38	CC(=O)N1CCN(c2ccc([N+](=O)[O-])c(-n3nc(C)cc3C)c2)CC1	3.0	-8.4	6.8	0.9	0.6	-3.8	-5.7	7.9	10.9
39	Cc1cccc(C)c1NC(=O)C(c1ccccc1OC(F)(F)F)N1CCN(C/C=C/c2ccccc2)CC1 (stereo unspecified)	·	16.4	-11.0	8.9	-1.8	-4.5	10.4	·	·
40	COC(=O)[C@]12CCCCC=C1N(Cc1ccc3c(c1)OCO3)C(=O)[C@H](CC(=O)NCC13CC4CC(CC(C4)C1)C3)C2	·	-6.0	-7.1	6.0	1.2	-0.9	-5.2	·	·

One compound at a time, from the list above. Screens in order: CRFBP-R2 agonist, CHRM4 antagonist, CHRM4 PAM, CHRM4 agonist, M5 PAM, M5 ag, M5 antag, IDE inh, CRFBP-R2 block
Results for COC(=O)[C@]12CCCCC=C1N(Cc1ccc3c(c1)OCO3)C(=O)[C@H](CC(=O)NCC13CC4CC(CC(C4)C1)C3)C2 : ·, -6.0, -7.1, 6.0, 1.2, -0.9, -5.2, ·, ·
Results for Cc1cccc(C)c1NC(=O)C(c1ccccc1OC(F)(F)F)N1CCN(C/C=C/c2ccccc2)CC1 (stereo unspecified) : ·, 16.4, -11.0, 8.9, -1.8, -4.5, 10.4, ·, ·

(further entries)
No.	SMILES	CRFBP-R2 agonist	CHRM4 antagonist	CHRM4 PAM	CHRM4 agonist	M5 PAM	M5 ag	M5 antag	IDE inh	CRFBP-R2 block
41	C=CCSc1nc(O)c(CC)c(=O)n1C(C)CC (stereo unspecified)	1.2	7.1	-2.0	0.2	-4.7	2.5	1.1	-3.5	-25.0
42	Cc1nc(Cl)nc(N(C)c2ccccc2)c1[N+](=O)[O-]	2.1	1.9	-7.5	-0.2	-3.5	-1.9	10.9	1.6	41.3
43	CC1(C(=O)NNC(=O)c2cccc([N+](=O)[O-])c2)CC1(Br)Br (stereo unspecified)	-4.6	-14.8	3.7	2.2	-5.2	-7.1	1.4	9.0	12.0
44	CN(CC(=O)Nc1ccccc1Cl)C(=O)CSc1nc2ccccc2s1	-1.9	-10.3	-3.5	5.4	-5.8	1.7	4.5	-0.9	-10.9
45	COc1ccc(C(CNC(=O)c2cc(S(=O)(=O)Nc3cccc(C)c3)ccc2C)N2CCOCC2)cc1 (stereo unspecified)	-0.2	0.4	5.9	3.7	0.0	0.2	7.4	·	-0.6
46	O=C(N/N=C/c1cccc(Oc2ccccc2)c1)c1cccc(Br)c1	2.1	-4.3	-6.2	-0.8	-10.4	-2.3	15.4	-14.0	3.8
47	COc1ccc(NC(=O)Nc2ccccc2F)c(C)c1	-1.7	10.7	-3.1	1.0	-4.5	-9.3	7.4	-4.3	35.8
48	Cc1ccc(-c2nnn(CC(=O)N(c3ccc(F)cc3)C(C(=O)NC3CCCC3)c3ccncc3)n2)o1 (stereo unspecified)	2.4	-8.4	6.6	1.7	0.6	-1.8	13.8	1.0	3.8
49	O=C(COC(=O)C1CCN(c2ccc(C(F)(F)F)cn2)CC1)Nc1ccc(Cl)cc1	2.8	-10.0	6.5	3.8	-8.2	-2.4	6.6	3.9	8.0
50	CC(C)c1nc(CN2CCCCC2)cc(=O)[nH]1	-1.8	0.2	-9.9	16.8	-14.3	-1.1	25.6	-2.2	7.4
51	CC(C)Oc1ccc(N2CC(C(=O)Nc3ccc4c(c3)OCO4)CC2=O)cc1 (stereo unspecified)	-0.7	-4.2	0.1	1.9	-4.4	-0.4	0.3	-3.5	-10.1
52	O=C(N/N=C/c1ccco1)C1CCCC1	-0.9	-0.7	4.7	-0.3	1.0	-2.1	-0.1	-0.7	-1.6
53	CCc1cccc(C)c1NC(=S)N(CCN(C)C)Cc1cccs1	-0.9	-10.1	0.4	1.0	1.2	-17.1	-3.3	3.4	-1.5
54	Cc1ccc(N(C(=O)c2csnn2)C(C(=O)NC2CCCCC2)c2ccccn2)c(C)c1 (stereo unspecified)	-0.8	4.1	0.3	2.3	0.0	-0.7	7.7	0.1	-1.5
55	CC(C)(C)OC(=O)C[C@@H]1C/C=C\C[C@@H](CC(=O)N(CCO)Cc2ccccc2)C(=O)N2CCC[C@@H]2COC1=O	-1.5	-8.7	8.3	1.3	4.0	1.0	9.2	0.1	10.6
56	Cc1ccc(CNC(=O)C2CCC(=O)N(CCc3ccc(Cl)cc3)C2)cc1 (stereo unspecified)	-0.2	-1.3	-2.0	2.8	5.0	-0.9	-9.5	-0.2	15.1
57	Cc1ccccc1CN1C[C@@H]2C[C@@H](c3cnc(N4CCOCC4)s3)N3CCC[C@@]23C1=O	1.2	3.3	3.7	2.9	-0.9	-0.1	4.7	0.7	-9.3
